Assay outcomes deposited in PubChem BioAssay by National Center for Advancing Translational Sciences (NCATS).
BCR signal inh = blocks chronic active B-cell receptor signaling; ABC-DLBCL IkBa-CBG/CBR reporter, luminescence ratio, 4 h; Potency, µM (doses to about 46.1 µM), without a hit: at the top dose ratio change, negative = lower green/red ratio, actives largely listed as inhibitors; actives 0.05% (n = 340,000); AID 493014; active means well fitted inhibition curve with a large enough effect in the signal ratio, with a control signal flat, not every such curve was filed as active; inconclusive means small, poorly fitted or top-dose-only effect, or effect the other way, or a change in a side signal; the % refers to the signal ratio;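 further: potency means the concentration at half of the fitted maximal effect; plate controls were basal doxycycline-induced cells for no effect and cells given 10 µM MG132 for full effect; MG132 reads +100%, hits lower the ratio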
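Cell line TMD8 (human ABC DLBCL), stably expressing tet-inducible CBG68-IkBa fusion and CBR; IMDM/0.5% FBS; cpd up to 46 uM; dox induction, 4 h, 37C/5% CO2; dual luminescence; green/red ratio; MG132 control.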
ELG1 DNA repair = blocks ELG1-dependent DNA repair in HEK293T cells; HEK293T ELG1-luciferase reporter, luminescence, 16 h; DNA damage induced by 5-fluorouridine; Potency, µM (highest dose often 46.1 µM), for inactives: at the highest dose activity change, negative = inhibition, hits mostly inhibitors; actives 2.3% (n = 330,000); AID 504467; further: potency means the concentration at half of the fitted maximal effect; on the % scale 0 is the no-effect control and ±100 the full control effect; nearly all actives have a fitted effect of over 55% in size
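In this reporter screen, reduction of luminescence relative to DMSO vehicle indicated activity. Compounds and 5-fluorouridine were added together to 2,000 cells per well, incubated for 16 hr at 37 °C, then developed with ONE-Glo.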
TSG101-PTAP inh = blocks PTAP/TSG101 interaction to inhibit HIV-1 budding | Fluorescence polarization, FITC-PTAP peptide / Tsg101 binding | 340,000 tested, under 10 active | Potency, µM (series often up to 115 µM), for the others: top-dose activity change, negative = inhibition, most hits filed as inhibitors | Q99816; active means well fitted inhibition curve with a large enough effect in the main read-out, with a control signal flat, not every such curve was filed as active; inconclusive means small, poorly fitted or top-dose-only effect, or effect the other way, or a change in a side signal; inactive means no such curve, though single readings can be large or run the other way; further: potency means the concentration at half of the fitted maximal effect; % of control where 0% means no effect
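Fluorescence anisotropy tracks displacement of a FITC-tagged PTAP peptide (50 nM) from the Tsg101 binding domain (10 uM), following a 20 min room-temperature incubation at pH 7.5.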
AT treatment = candidate therapy for ataxia-telangiectasia; actives 0.19% (n = 320,000); […] A-T fibroblasts, KAP-1 phosphorylation AlphaLISA; neocarzinostatin DNA damage 30 min before lysis; Potency, µM (doses to about 57.5 µM), without a hit: top-dose activation, usual class: activators; further: potency means the concentration at half of the fitted maximal effect; % of control where 0% means no effect; nearly all actives have a fitted effect of over 45% in size
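ATM-like activity read as KAP-1 phosphorylation via AlphaLISA donor/acceptor antibody pairs after lysis and 6 hr at 25C. Cells were ATM-null patient fibroblasts ([…], hTERT), dosed 60 min, then exposed to the DSB inducer NCS for 30 min.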
Tb PFK block = T. brucei PFK enzyme inhibition; O15648; Potency, µM (doses to about 57.5 µM), without a hit: top-dose activity, negative = inhibition, usual class: inhibitors; actives 0.17% (n = 330,000); T. brucei PFK, ADP-Glo luminescence;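 further: potency means the concentration at half of the fitted maximal effect; 0% = uninhibited 1x PFK enzyme wells and -100% = no-enzyme wells; nearly all actives have a fitted effect of over 60% in size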
Target sequence (O15648 whole entry, looked up): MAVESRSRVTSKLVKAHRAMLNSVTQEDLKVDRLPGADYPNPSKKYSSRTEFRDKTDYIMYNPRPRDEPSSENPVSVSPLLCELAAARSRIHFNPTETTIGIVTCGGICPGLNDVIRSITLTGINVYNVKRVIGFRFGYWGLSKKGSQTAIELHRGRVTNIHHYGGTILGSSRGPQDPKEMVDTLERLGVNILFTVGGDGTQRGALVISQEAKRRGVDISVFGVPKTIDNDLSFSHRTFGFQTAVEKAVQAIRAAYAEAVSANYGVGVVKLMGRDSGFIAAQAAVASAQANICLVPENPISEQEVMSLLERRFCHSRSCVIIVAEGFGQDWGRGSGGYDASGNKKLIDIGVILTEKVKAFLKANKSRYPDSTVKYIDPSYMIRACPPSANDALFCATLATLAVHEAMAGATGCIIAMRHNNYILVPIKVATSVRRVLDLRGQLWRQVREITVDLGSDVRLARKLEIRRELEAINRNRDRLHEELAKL
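Luminescent ADP detection (ADP-Glo, two-step: ATP depletion then ADP-to-ATP conversion for luciferase) reported PFK activity after 45 min room-temperature reaction of 1.25 nM enzyme with 0.5 mM F6P and 0.1 mM ATP at pH 8.0.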
Eya2 phos inh = inhibitors of human Eya2 phosphatase activity; O00167; recombinant Eya2, OMFP fluorescence dephosphorylation (OMFP is methylfluorescein phosphate); Potency, µM (top dose mostly 76.9 µM), without a hit: top-dose activity, negative = inhibition, hits mostly inhibitors; actives 0.006% (n = 330,000); AID 488837; further: potency means the concentration at half of the fitted maximal effect; on the % scale 0 is the no-effect control and ±100 the full control effect
Target sequence (O00167 whole entry, looked up): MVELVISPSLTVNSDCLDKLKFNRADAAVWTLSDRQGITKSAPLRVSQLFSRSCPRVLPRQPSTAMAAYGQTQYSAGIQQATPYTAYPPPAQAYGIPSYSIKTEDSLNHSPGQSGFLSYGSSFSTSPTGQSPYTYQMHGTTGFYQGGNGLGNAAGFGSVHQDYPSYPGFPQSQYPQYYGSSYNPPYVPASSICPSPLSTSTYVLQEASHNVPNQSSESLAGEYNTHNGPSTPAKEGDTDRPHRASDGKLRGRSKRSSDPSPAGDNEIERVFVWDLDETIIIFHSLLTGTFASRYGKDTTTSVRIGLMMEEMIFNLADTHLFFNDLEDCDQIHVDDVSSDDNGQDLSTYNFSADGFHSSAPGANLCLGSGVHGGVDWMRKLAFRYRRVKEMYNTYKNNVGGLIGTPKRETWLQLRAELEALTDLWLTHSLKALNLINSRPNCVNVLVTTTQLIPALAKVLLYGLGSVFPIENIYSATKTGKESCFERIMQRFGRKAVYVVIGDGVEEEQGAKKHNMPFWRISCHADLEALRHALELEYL
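Eya2 protein (added as 0.2 uM solution) was preincubated with compound for 10 min at ambient temperature in 50 mM HEPES pH 7.5, 50 mM NaCl, 5 uM MgCl2, 0.05% BSA, 1 mM DTT. OMFP (added at 50 uM) then reacted 10 min; fluorescence read at 485/525 nm.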
TCR activator = activates T cell receptor signaling; primary human leukocytes, anti-CD3, IL-2 HTRF, 48 h; Potency, µM (top dose mostly 9.22 µM), without a hit: at the top dose activation of IL-2 secretion, hits mostly activators; 330,000 tested, under 10 active; AID 504894; further: % of control where 0% means no effect
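Compounds are tested in HTS on primary human leukocytes co-incubated with a-CD3 beads for 48 hr. IL-2 output is measured by time-resolved FRET.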
a7 integrin act = activates integrin-mediated alleviation for muscular dystrophy | Potency, µM (highest dose often 38.3 µM), inactives show top-dose activation, hits mostly activators | actives 0.064% (n = 350,000) | alpha7betagal myoblasts, beta-gal FDG fluorescence, 48 h;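 further: potency means the concentration at half of the fitted maximal effect; 100% = response of the positive control SU9516; nearly all actives have a fitted effect of over 60% in size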
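alpha7betagal+/- myoblasts (passage 13, 250/well) treated 48 h at 37C with compounds at 1:260 dilution of DMSO stock. Lysed, then beta-galactosidase activity read as FDG fluorescence (ex 480/em 540) after 30 min, with pre-read for autofluorescence.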
Mito fusion act = mitochondrial division inhibition or fusion activation | S. cerevisiae fusion-defective mutant growth rescue, CellTiterGlo 48 h | Potency, µM (top dose mostly 46.1 µM), for the others: at the highest dose growth rescue (activation), actives largely listed as activators | actives 0.23% (n = 320,000) | AID 485298;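 further: potency means the concentration at half of the fitted maximal effect; % of control where 0% means no effect; nearly all actives have a fitted effect of over 45% in size; temperature-sensitive fusion mutants such as fzo1-1 at 37 °C on non-fermentable ethanol glycerol medium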
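Read-out: ATP-based luminescence (CellTiterGlo, 10 min ambient) reporting growth of fusion-defective ts yeast after 48 hours at 37C on glycerol/ethanol YPEG medium in the presence of compound.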
ASM inhibitor = inhibitors of human secretory acid sphingomyelinase | P17405 | placental ASM, HMU-PC fluorogenic substrate, 60 min | Potency, µM (titrated, usually from 57.5 µM), for inactives: top-dose activity change, negative = inhibition, hits mostly inhibitors | actives 0.006% (n = 340,000) | AID 504937; further: potency means the concentration at half of the fitted maximal effect
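Human placenta-derived ASM enzyme was preincubated with compound for 10 minutes at room temperature, then given fluorogenic substrate HMU-PC0 (9 uM final) for 60 minutes at 37 °C; a pH 10 stop preceded fluorescence reading at Ex 386/Em 447 nm.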
TSHR antagonist = antagonists of human thyroid stimulating hormone receptor | P16473 | TSHR-expressing cells, TSH-stimulated cAMP HTRF, 2 h; stronger effect = lower value | activity change, negative = inhibition, % at 11.5 µM | actives 0.2% (n = 330,000) | AID 504810;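 active means activity change below a set negative limit, meaning inhibition stronger than a set level, cut at about -70% in these data; inconclusive means activity change between two set negative limits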; further: on the % scale 0 is the no-effect control and ±100 the full control effect
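Inhibition of cAMP made by TSHR-expressing cells under TSH stimulation (4nM final, EC80; 2 h, 37 deg C) is quantified with a one-step lysis HTRF kit, anti-cAMP cryptate versus cAMP-d2.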
* marks the source's active call; other numbers are inactive results; ? = inconclusive; / = no result given; [ ] = remark or other dose. Unless noted, the call rests on the fitted dose curve; in most records, active means well fitted curve in the direction sought with a large enough effect; inconclusive means small, poorly fitted or top-dose-only effect, or another doubt; inactive means no such curve, though single readings can be large; an effect the other way counts as inactive or inconclusive.

structure	BCR signal inh	ELG1 DNA repair	TSG101-PTAP inh	AT treatment	Tb PFK block	Eya2 phos inh	TCR activator	a7 integrin act	Mito fusion act	ASM inhibitor	TSHR antagonist
CC1CCCCC1NC(=O)C1CCN(c2c3c(nc4ncnn24)CCC3)CC1 (configuration not stated)	8%	3%	-4%	1%	-2%	7%	4%	6%	7%	-3%	-11
COCCn1c(SCc2nnc(-c3ccc(OC)c(OC)c3)o2)nnc1-c1ccncc1	-7%	0%	-1%	3%	2%	2%	3%	4%	-4%	14%	-6
COC(=O)c1c(C)oc(C)c1S(=O)(=O)NCC1CC1	?	2%	-1%	30%	4%	3%	-3%	18%	4%	-3%	-22
c1cncc(-c2noc(-c3ccco3)n2)c1	2%	?	0%	16%	-1%	8%	1%	-2%	-2%	1%	8
CCCOC(=O)c1ccc(S(N)(=O)=O)o1	-6%	12%	-3%	-1%	-2%	2%	-1%[46.1 µM]	14%	-1%	1%	-9
Cc1ccc(C)c(N2N=C(C(=O)N(CC(C)C)c3c(N)n(Cc4ccccc4)c(=O)[nH]c3=O)CCC2=O)c1	0%	-7%	-3%	-6%	-12%	9%	-3%	-22%	0%	14%	-2
CN(C(=O)CSc1nncn1-c1ccccc1)c1ccccc1	2%	-3%	0%	1%	-1%	3%	0%	5%	-2%	-12%	3
COC(=O)c1c(CSc2ccc(Cl)cc2)noc1C(=O)NCc1ccco1	12%	-11%	-2%	2%	9%	-15%	-1%	11%	1%	-22%	-15
CC(C)N(CCc1ccncc1)C(=O)Nc1ccc(F)cc1	-2%	1%	0%	29%	4%	1%	3%	3%	-2%	6%	9
O=C(COCC(=O)N/N=C/c1ccccc1F)N/N=C/c1ccccc1F	1%	10%	-3%	-2%	-20%	1%	8%[46.1 µM]	8%	0%	-13%	11
Cn1c(Cn2c(=O)sc3ccccc32)nnc1SCc1cccc(F)c1	0%	4%	-6%	1%	1%	-19%	-24%[46.1 µM]	2%	-2%	-1%	-7
O=C(NC1CCCCC1)c1cccnc1Sc1ccccc1Cl	?	-7%	-2%	-3%	2%	7%	6%	4%	-5%	2%	37
Cc1ccc(-c2ccc(/C=C/C(=O)c3ccccc3)o2)cc1	?	?	1%	3%	-2%	-17%	4%[46.1 µM]	-6%	0%	2%	-11
CCOC(=O)/C(=N\NC(=O)c1ccccc1)c1ccccc1	?	13%	-3%	/	-1%	2%	12%	22%	-1%	-1%	-10
OC(COc1cccc(OCC(O)CN2CCCC2)c1)CN1CCCC1 (configuration not stated)	?	-8%	-8%	3%	-1%	-5%	/	-36%	1%	3%	7
CC(C)CC(N=C1NC(C)(C)Cc2ccccc21)C(=O)O (configuration not stated)	-3%	4%	-3%	/	-4%	1%	-1%[46.1 µM]	16%	1%	-3%	5
CCOc1ccc(S(=O)(=O)N2CCC(C(=O)N3CCN(c4ccccc4F)CC3)CC2)cc1C	5%	?	-1%	9%	-8%	-7%	-1%	-16%	-3%	-1%	-8
Cc1ccc(NC(=S)NCCN2CCOCC2)cc1	1%	3%	-4%	4%	0%	-5%	-3%	-10%	-11%	-1%	-5
O=C(c1ccc(NC(=O)C2(c3ccccc3)CCCC2)cc1)N1CCOCC1	-10%	-5%	0%	-1%	0%	-21%	9%	10%	4%	-1%	6
CC(=O)Nc1ccc(N/C=C/C(=O)c2ccco2)cc1	?	?	-3%	/	0%	10%	1%	-4%	-10%	-1%	5
C=C(C)CSc1nc2ccccc2c(=O)n1-c1c(C)n(C)n(-c2ccccc2)c1=O	6%	11%	-2%	19%	3%	0%	/	-12%	-2%	0%	7
COc1cccc(N2CC(C(=O)Nc3nnc(SCC(=O)NC4CCCC4)s3)CC2=O)c1 (configuration not stated)	6%	-6%	/	-28%	2%	10%	-5%	-9%	1%	2%	0
C/C(Cl)=C\Cn1c(N2CCCCCC2)nc2c1c(=O)n(C)c(=O)n2C	9%	?	0%	1%	7%	0%	-5%	20%	15%	0%	-6
O=C(CN1CCCCC1)N1CCN(S(=O)(=O)c2ccccc2)C1	2%	0%	0%	1%	2%	2%	-1%	-19%	0%	4%	11
CCCc1nc2ccccc2c(C(=O)OCC(=O)N2CCc3ccccc32)c1CC	-1%	16µM*	-2%	2%	-5%	9%	-6%[46.1 µM]	-9%	?	-6%	-26
Cc1sc2ncn(CC(=O)NCCc3ccccc3)c(=O)c2c1C	-18%	9%	-2%	2%	1%	2%	-1%	-8%	-2%	4%	11
CCCC(=O)Nc1ccc(NCc2ccc(C)s2)cc1	0%	-10%	-3%	11%	-4%	2%	1%	-6%	1%	-1%	-9
COc1cc(C(=O)OCC(=O)N(C)Cc2ccccc2)cc(OC)c1OC	-8%	?	-7%	2%	2%	9%	-4%[46.1 µM]	-17%	5%	-2%	-3
Cc1nc2[nH]c(=O)c3c(n2n1)NC1=C(C(=O)CC(C)(C)C1)C3c1ccccc1 (configuration not stated)	2%	25%	-6%	-4%	2%	5%	-2%	-24%[7.66 µM]	-4%	/	2
Cn1c2ccccc2c2cc(C(=O)OCC(=O)N3CC(=O)Nc4ccccc43)sc21	?	?	14%	3%	0%	-12%	10%	-18%	-3%	7%	-15
CCOc1ccc(Nc2ccc3nonc3c2[N+](=O)[O-])cc1	-2%	?	-1%	-11%	-5%	13%	10%	7%	-2%	-11%	-7
CCOc1ccc(NC(=O)CCNC(=O)C2CCN(S(=O)(=O)c3ccccc3)CC2)cc1	2%	0%	-10%	7%	-4%	10%	-3%	31%	5%	3%	-2
CC(C)(C)OC(=O)NCc1ccc(CNC(=O)c2[nH]cnc2C(=O)N[C@@H](Cc2ccccc2)C(=O)OCc2ccccc2)cc1	9%	-8%	0%	-9%	-2%	-8%	4%	-16%	1%	-4%	-6
Cc1sc2ncn(CC(=O)N3CCC(C(N)=O)CC3)c(=O)c2c1S(=O)(=O)N1CC(C)CC(C)C1 (configuration not stated)	4%	1%	-6%	2%	5%	2%	-2%	-2%	-1%	-4%	-2

Compound profiles, as listed above. Order of values: BCR signal inh	ELG1 DNA repair	TSG101-PTAP inh	AT treatment	Tb PFK block	Eya2 phos inh	TCR activator	a7 integrin act	Mito fusion act	ASM inhibitor	TSHR antagonist
O=C(c1ccc(NC(=O)C2(c3ccccc3)CCCC2)cc1)N1CCOCC1 is entered as -10%	-5%	0%	-1%	0%	-21%	9%	10%	4%	-1%	6
C=C(C)CSc1nc2ccccc2c(=O)n1-c1c(C)n(C)n(-c2ccccc2)c1=O is entered as 6%	11%	-2%	19%	3%	0%	/	-12%	-2%	0%	7
COC(=O)c1c(CSc2ccc(Cl)cc2)noc1C(=O)NCc1ccco1 is entered as 12%	-11%	-2%	2%	9%	-15%	-1%	11%	1%	-22%	-15
